# USP2a inh: qHTS Assay for Inhibitors of Ubiquitin-specific Protease USP2a Using CHOP2 as the Reporter. Ubiquitin carboxyl-terminal hydrolase 2 (Homo sapiens), O75604. AID 463254, 2010. Potency, µM (titrated, usually from 38.3 µM), for the others: at the top dose activity change, negative = inhibition, most hits filed as inhibitors. actives 0.01% (n = 330,000). USP2 core, Ub-CHOP2 coupled fluorogenic reporter, 485/531;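 note: potency is the fitted concentration of half-maximal effect; plate controls were DMSO wells for no effect and full inhibition by NEM control for full effect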
#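 Deubiquitinase activity read as fluorescence (485/531 nm) after Ub-CHOP2 cleavage activates the enterokinase reporter on its substrate; USP2 core 10nM, Ub-CHOP2 and substrate 25nM each, 30min compound preincubation then 60min RT; data normalized to NEM, curves fitted.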
# Eya2 phos inh: qHTS Assay for Inhibitors of the Phosphatase Activity of Eya2; AID 488837, 2010; recombinant Eya2, OMFP fluorescence dephosphorylation (OMFP is methylfluorescein phosphate); Potency, µM (highest dose often 76.9 µM), for inactives: at the top dose activity, negative = inhibition, usual class: inhibitors; Protein phosphatase EYA2 (Homo sapiens), O00167; actives 0.006% (n = 330,000); note: potency is the fitted concentration of half-maximal effect; % is set by controls: 0 for no effect and ±100 for the full control effect
#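 Eya2 (0.2 uM) preincubated 10 min at ambient with compound, then OMFP substrate added at 50 uM; 10 min reaction in 50 mM HEPES pH 7.5, 50 mM NaCl, 5 uM MgCl2, 0.05% BSA, 1 mM DTT. Fluorescence read at Ex 485/Em 525 nm.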
# a7 integrin act: qHTS for Activators of Integrin-Mediated Alleviation for Muscular Dystrophy; alpha7betagal myoblasts, beta-gal FDG fluorescence, 48 h; Potency, µM (series often up to 38.3 µM), for the others: top-dose activation, hits mostly activators; actives 0.064% (n = 350,000); AID 624291, 2012;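 note: potency is the fitted concentration of half-maximal effect; 100% = response of the positive control SU9516; nearly all actives have a fitted effect of over 60% in size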
#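 alpha7betagal+/- myoblasts (passage 13, 250/well) treated 48 h at 37C with compounds at 1:260 dilution of DMSO stock. Lysed, then beta-galactosidase activity read as FDG fluorescence (ex 480/em 540) after 30 min, with pre-read for autofluorescence.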
# ASM inhibitor: Inhibitors of Secretory Acid Sphingomyelinase (S-ASM): qHTS; Potency, µM (doses to about 57.5 µM), without a hit: at the top dose activity change, negative = inhibition, hits mostly inhibitors; Sphingomyelin phosphodiesterase (Homo sapiens), P17405; placental ASM, HMU-PC fluorogenic substrate, 60 min; AID 504937, 2011; actives 0.006% (n = 340,000); note: potency is the fitted concentration of half-maximal effect
#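 Steps: dispense placental human ASM, pin compound, wait 10 min at room temperature, add HMU-PC0 substrate at 9 uM final, incubate 60 min at 37 °C, add stop solution raising pH to 10, read fluorescence.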
# uPA generation: qHTS for Inhibitors of Cell Surface uPA Generation; cell surface uPA generation assay, qHTS; Potency, µM (titrated, usually from 38.3 µM), without a hit: top-dose activity change, negative = inhibition, actives largely listed as inhibitors; actives 0.31% (n = 330,000); AID 540303, 2011; active = well fitted inhibition curve with a large enough effect; inconclusive = small, poorly fitted or top-dose-only effect; inactive = no such curve, though single readings can be large or run the other way; tested in mouse RAW 264.7 cells; note: potency is the fitted concentration of half-maximal effect; % is set by controls: 0 for no effect and ±100 for the full control effect; nearly all actives have a fitted effect of over 55% in size
# TRPV1 ag: HTS Assay for Compounds that Act as Agonists of the Vanilloid Receptor 1. AID 540275, 2011. actives 0.19% (n = 320,000). Transient receptor potential cation channel subfamily V member 1 (Homo sapiens), Q8NER1. TRPV1-expressing cells, Fluo-8 calcium influx, agonist mode. activation, % at 8.33 µM; in the data active = activation above about 80%; inconclusive = between about 30% and that limit; note: 0% is about no effect
# Target sequence (Q8NER1 whole entry, looked up): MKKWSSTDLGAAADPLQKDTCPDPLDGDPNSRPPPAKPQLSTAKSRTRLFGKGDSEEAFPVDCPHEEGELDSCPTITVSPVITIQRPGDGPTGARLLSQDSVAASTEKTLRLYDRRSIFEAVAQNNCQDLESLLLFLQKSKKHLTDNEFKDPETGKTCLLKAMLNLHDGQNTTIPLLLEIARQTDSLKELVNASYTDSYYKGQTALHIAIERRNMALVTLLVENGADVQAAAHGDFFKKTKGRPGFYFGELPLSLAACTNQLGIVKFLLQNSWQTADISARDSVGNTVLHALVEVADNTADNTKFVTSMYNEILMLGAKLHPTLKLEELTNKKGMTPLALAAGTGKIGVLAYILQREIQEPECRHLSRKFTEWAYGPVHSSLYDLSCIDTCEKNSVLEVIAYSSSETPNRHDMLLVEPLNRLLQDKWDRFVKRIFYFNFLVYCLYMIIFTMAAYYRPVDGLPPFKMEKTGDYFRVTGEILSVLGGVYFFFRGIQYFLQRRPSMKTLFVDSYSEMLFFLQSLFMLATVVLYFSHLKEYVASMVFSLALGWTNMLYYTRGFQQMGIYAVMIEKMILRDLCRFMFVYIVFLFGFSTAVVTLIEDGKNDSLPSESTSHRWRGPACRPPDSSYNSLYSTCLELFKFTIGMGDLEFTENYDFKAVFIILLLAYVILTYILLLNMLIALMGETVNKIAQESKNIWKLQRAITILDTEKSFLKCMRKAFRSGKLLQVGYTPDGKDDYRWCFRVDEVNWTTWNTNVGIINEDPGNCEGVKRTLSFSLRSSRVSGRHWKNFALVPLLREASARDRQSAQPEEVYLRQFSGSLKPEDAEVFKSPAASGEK
#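 Cells expressing TRPV1 were dye-loaded with Fluo-8 and read kinetically: 10 s baseline, 3 min after compound (agonist portion), then 2 min after EC20 capsaicin (allosteric enhancer portion). Calcium-bound dye fluorescence at 480/520 nm.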
# BRCA1 expr up: qHTS Assay to Identify Small Molecule Activators of BRCA1 Expression; MCF7-BRCA1-FFLuc reporter, luminescence, 48 h; response scale: scaled: vehicle 0%, 10 µM genistein 100%; Potency, µM (top dose mostly 46.1 µM), without a hit: at the highest dose activation, most hits filed as activators; actives 1.1% (n = 380,000); AID 624202, 2012; note: potency is the fitted concentration of half-maximal effect; nearly all actives have a fitted effect of over 80% in size; some results filed as inactive show a strong effect at the top dose
#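 MCF7-BRCA1-FFLuc, 2000 cells/well; 2 h attach, 37 °C/5% CO2; compound 48 h; luciferase substrate 15 min; luminescence end-point. Norm. to genistein 10 microM max activation and DMSO; concentration-response curves fitted.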
# PTAP TSG101 blk: qHTS Assay for Iinhibitors of HIV-1 Budding by Blocking the Interaction of PTAP/TSG101; Fluorescence polarization, FITC-PTAP peptide / Tsg101 binding; Tumor susceptibility gene 101 protein (Homo sapiens), Q99816; 340,000 tested, under 10 active; Potency, µM (highest dose often 115 µM), for inactives: at the highest dose activity change, negative = inhibition, hits mostly inhibitors; active = well fitted inhibition curve with a large enough effect in the main read-out, with a control signal flat, not every such curve was filed as active; inconclusive = small, poorly fitted or top-dose-only effect, or effect the other way, or a change in a side signal; inactive = no such curve, though single readings can be large or run the other way; note: potency is the fitted concentration of half-maximal effect; % of control where 0% means no effect
#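 Fluorescence anisotropy tracks displacement of a FITC-tagged PTAP peptide (50 nM) from the Tsg101 binding domain (10 uM), following a 20 min room-temperature incubation at pH 7.5.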
# B2AR arrestin: qHTS assay of beta-arrestin-biased ligands of beta2-adrenergic receptor | beta-arrestin recruitment to beta2AR, cell-based reporter | AID 492947, 2010 | Beta-2 adrenergic receptor (Homo sapiens), P07550 | Potency, µM (titrated, usually from 46.1 µM), without a hit: at the top dose activation, hits mostly activators | actives 0.02% (n = 330,000);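 note: potency is the fitted concentration of half-maximal effect; 0% = DMSO controls and full agonism = EC100 isoproterenol or metaproterenol; nearly all actives have a fitted effect of over 65% in size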
# ELG1 genotoxic: qHTS screen for small molecules that induce genotoxicity in human embryonic kidney (HEK293T) cells expressing luciferase-tagged ELG1; actives 1.3% (n = 330,000); AID 504466, 2011; Potency, µM (doses to about 46 µM), without a hit: at the top dose activity change, positive = activation, actives largely listed as activators; HEK293T ELG1-luciferase reporter, luminescence, 16 h; note: potency is the fitted concentration of half-maximal effect; % of control where 0% means no effect; nearly all actives have a fitted effect of over 60% in size
#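 Luminescence read-out: rising ELG1-luciferase signal, reflecting elevated ELG1 protein under genetic stress, flags genotoxic compounds. Cells were treated for 16 hr at 37 °C before ONE-Glo detection.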
# p53 reactivation: qHTS assay for re-activators of p53 using a Luc reporter. H1299 p53-A138V BP100-luciferase reporter, luminescence, 24 h. actives 0.063% (n = 320,000). Potency, µM (top dose mostly 92.2 µM), inactives show at the top dose activity change, positive = activation, hits mostly activators; note: potency is the fitted concentration of half-maximal effect; % of control where 0% means no effect; nearly all actives have a fitted effect of over 45% in size
#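 p53-null H1299 cells stably carrying temperature-sensitive p53-A138V and a BP100-luciferase reporter were pinned with compounds (4-point, 1:5 series) and held 24 hrs at 37 deg C. Luminescence was read 10 min after detection reagent.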
# * marks the source's active call; other numbers are inactive results; u = inconclusive; x = no result given; [ ] = dose if it differs, or a comment. Unless noted, calls come from the whole dose curve; as a rule, active = well fitted curve in the direction sought with a large enough effect; inconclusive = small, poorly fitted or top-dose-only effect, or another doubt; inactive = no such curve, though single readings can be large; an effect the other way counts as inactive or inconclusive.
smiles,USP2a inh,Eya2 phos inh,a7 integrin act,ASM inhibitor,uPA generation,TRPV1 ag,BRCA1 expr up,PTAP TSG101 blk,B2AR arrestin,ELG1 genotoxic,p53 reactivation
CCn1c2ccccc2c2cc(NC(=O)C(C)OC(=O)c3ccc(NC(=O)CC#N)cc3)ccc21 (stereo not given),-8%,-9%,u,2%,5%,-2,-68%[inhibitor],1%,-0.2%,1%,-7%
CNC(=S)/N=C(/Nc1ccccc1)c1ccccc1,-1%,6%,-15%,-1%,-1%,3,-2%,-5%,-0.8%,-7%,-2%
CC1=C(C(=O)Nc2ccccc2)C(c2cccs2)C(C#N)=C(SCC#N)N1 (stereo not given),-1%,12%,-9%,-24%,2%,-6,0%,-2%,-0.1%,-13%,-6%
COc1cc(NC(=O)C2=CC(c3ccc(C)cc3)=NS(=O)(=O)N2C)cc(OC)c1OC,-8%,1%,28%,-18%,1%,2,0%,0%,1.5%,-3%,8%
CC(C)[C@H](NC(=O)OC(C)(C)C)c1nnc(SCC(=O)Nc2ccc(Br)cc2)o1,2%,9%,13%,-2%,5%,-5,4%,-2%,-0.6%,0%,-10%
Cc1ccc(C(=O)NCc2ccccn2)cc1NC1=NC2CS(=O)(=O)CC2S1 (stereo not given),1%,13%,-4%,1%,5%,-1,21%,-1%,-0.4%,9%,x
CSCC[C@H](NC(=O)OC(C)(C)C)C(=O)N1CCC(C(=O)N[C@@H](C)C(=O)NCc2ccc(F)cc2)CC1,-2%,-16%,-9%,1%,-3%,1,-23%,0%,0.1%,x,x
Cc1ccc(N2C(=O)C3CCCN3C2=S)cc1C (stereo not given),0%,5%,-3%,-8%,-1%,1,2%,-9%,-0.3%,-3%,13%
CC(=O)NS(=O)(=O)c1ccc(NC(=O)CC(C)c2ccccc2)cc1 (stereo not given),-2%,-3%,-2%,4%,0%,-4,-2%,2%,-0.2%,-2%,-9%
Cc1cc(C)c2nc(C)cc(Nc3ccc(C(=O)NCCO)cc3)c2c1,-2%,u,u,31%,-7%,x,-3%,-5%,-0.6%,11%,-4%
CCCCOc1cccc(/C=C(\C#N)C(=O)NC2CC2)c1,-1%,3%,u,-4%,-1%,27,-15%,1%,0.4%,3%,-2%
Cc1ncc(CN2CCC(N3CCC(C(=O)N4CCCC4)CC3)CC2)s1,3%,9%,-1%,1%,17%,-1,-2%,1%,-0.3%,4%,3%
CCOc1ccc(C(=O)/C=C/c2cc(OC)c(OC)c(OC)c2)cc1,4%,-12%,-69%[inhibitor],1%,-5%,5,-71%,-2%,0.6%,-9%,-11%
CCc1ccc(-c2c(C)sc(NC(C)=O)c2C(N)=O)cc1,3%,-16%,0%,0%,-8%,7,-31%,-5%,-1.1%,-6%,-1%
Cc1nnc(SCC(=O)NCC2CCCCC2)n(N)c1=O,-4%,-18%,10%,-2%,5%,6,4%,-2%,-1.2%,0%,24%
Cn1c(SCc2ccccc2)nc(C(F)(F)F)cc1=O,-1%,2%,41%,-3%,2%,7,-41%,-4%,0.1%,3%,0%
CCOC(=O)c1c(C)[nH]c(C(=O)N/N=C/c2ccc(OC)c(OC)c2)c1C,0%,0%,-8%,3%,u,10,0%,-3%,-0.1%,-5%,-5%
O=C(CNC(=O)c1ccco1)NCC(=O)OCc1cccc(C(=O)Oc2ccccc2)c1,5%,15%,1%,5%,2%,1,15%,-1%,-0.6%,3%,-2%
C=CCNC(=O)CN1C(=O)c2cccc3cccc1c23,1%,2%,10%,62%[activator],-4%,3,3%,-2%,0.3%,1%,3%
CC(=O)c1c(C)[nH]c(C(=O)OCC(=O)N2CCc3ccccc3C2)c1C,-2%,6%,32%,7%,-15%,14,-14%,-7%,0.0%,-3%,-5%
COc1ccc(CSc2nc(C)cc(C)c2C#N)cc1,1%,-4%,11%,-3%,-1%,3,-19%,-2%,-0.1%,0%,-2%
Cc1cccc(N2CCN(C(=O)c3ccc4nc[nH]c4c3)CC2)c1C,-4%,4%,14%,-1%,2%,-4,-4%,-2%,-1.3%,0%,-16%
CN(Cc1ccccc1)C(=O)c1[nH]cnc1C(=O)Nc1ccccc1,-2%,-25%,-2%,-1%,-14%,21,18%,x,0.3%,0%,3%
Cc1ccc(-n2c(CNc3ccc(F)cc3)nnc2SCC(=O)NCc2ccco2)cc1,-1%,11%,-5%,2%,-1%,-1,2%,-2%,-0.1%,-7%,-3%
CC(=O)c1cccc(OCc2cc(C(=O)N3CC4C[C@@H]5CC3C[C@H](C4)C5)no2)c1,-2%,3%,-28%,-1%,-13%,u,-5%,-5%,0.3%,5%,26%
O=C1c2ccccc2C(O)(c2ccccc2)N1c1ccc([N+](=O)[O-])cc1Cl (stereo not given),x,x,17%,-7%,-1%,x,-19%,-5%,x,x,x
O=C(Nc1ncn[nH]1)c1ccccc1Br,1%,-4%,18%,-1%,2%,-2,-7%,-3%,5.3%,-3%,-4%
OC(CSc1ccc(F)cc1)CN1CCN(c2ccccc2)CC1 (stereo not given),3%,7%,-14%,-2%,3%,6,3%,0%,-0.2%,-4%,2%
Cc1cn(CC(=O)N(C)Cc2ccco2)c(=O)[nH]c1=O,x,x,35%,-4%,4%,x,11%,-2%,x,x,x
CCOC(=O)N/N=C(\C)c1ccc(OC(F)F)cc1OC(F)F,1%,1%,10%,5%,10%,-7,12%,-6%,-0.3%,2%,3%

# (next part)
smiles,USP2a inh,Eya2 phos inh,a7 integrin act,ASM inhibitor,uPA generation,TRPV1 ag,BRCA1 expr up,PTAP TSG101 blk,B2AR arrestin,ELG1 genotoxic,p53 reactivation
O=c1c2cc(Br)ccc2nc(-c2cccc(C(F)(F)F)c2)n1O,0%,-2%,-40%,-1%,-11%,8,-89%,0%,0.2%,-3%,-2%
COc1ccc2c(c1OC)C(=O)N1N=C(c3ccc(O)cc3)CC21 (stereo not given),1%,25%,1%,-5%,2%,2,-3%,-2%,0.1%,0%,-1%
O=[N+]([O-])c1ccccc1S(=O)(=O)NC1CC2CCC1C2 (stereo not given),1%,0%,-24%,-3%,-2%,-1,11%,-2%,0.1%,-7%,1%
COc1ccc(-c2nc(NC(=O)c3ccc(OCC(=O)Nc4ccc(F)cc4)c(OC)c3)sc2C)cc1,-6%,-10%,-28%,4%,-5%,-5,-64%,-3%,0.1%,12%,1%
O=C(NC(=S)Nc1ccc(N2CCCC2)cc1)c1ccccc1[N+](=O)[O-],3%,-6%,4%,0%,-4%,-4,-6%,-2%,0.5%,10%,u
CCc1noc(C)c1C(=O)Nc1nc(-c2cc(C)ccc2C)c(C)s1,3%,17%,24%,4%,4%,0,-45%,0%,0.3%,-7%,-6%
CC(C)CCNC(=O)NC(=O)COC(=O)C1CCN(S(=O)(=O)c2ccccc2F)CC1,2%,5%,-10%,1%,4%,1,-21%,3%,-0.1%,0%,-2%
COC(=O)c1ccccc1NC(=O)NC1CC1,1%,2%,-11%,0%,12%,-2,22%,-2%,-0.2%,1%,-1%
Cc1ccccc1C(=O)NC1CCN(Cc2nnnn2C(C)(C)C)CC1,4%,-2%,-28%,7%,4%,-3,-13%,1%,0.0%,-3%,-1%
CC(NC(=O)COc1cc(=O)n(C)c2ccccc12)c1ccc2c(c1)OCCO2 (stereo not given),-1%,-10%,3%,-1%,2%,-3,-3%[1.84 µM],-6%,-0.4%,2%,-20%
CC(=O)NC(CC(=O)NNC(=O)c1cc2ccccc2cc1O)c1ccccc1 (stereo not given),2%,-21%,0%,12%,3%,7,-36%,-5%,0.1%,12%,-6%
Cc1ccc(CN(C(=O)c2ccccc2C)C2CCS(=O)(=O)C2)o1 (stereo not given),2%,3%,-2%,0%,-28%,3,-7%,1%,-0.1%,-5%,x
CC(C)(C)OC(=O)N1CCC[C@H]1C(=O)N/N=C/c1cccc2nccnc12,0%,4%,0%,0%,-22%,x,-19%,-3%,-0.6%,2%,0%

# Assay outcomes from PubChem BioAssay.

# Rows were taken by chance. About 2.6% of those tested had a hit in this group.
